Compound activity: PubChem, Broad Institute
IDH1 R132H inh: blocks human IDH1 R132H reductase activity | actives 0.18% (n = 70,000) | diaphorase/resazurin fluorescence, 60 min | inhibition, % at 10 µM | AID 624101; in the data active = inhibition above about 34%;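 note: 0% = DMSO and 100% = no enzyme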
PRC2 inh: blocks human EZH2/PRC2 H3K27 methylation; Q15910; actives 0.35% (n = 57,000); DELFIA TRF, 1 h; inhibition, % at 12.5 µM;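 active = mean inhibition of replicates at least 50% and every single replicate also reaching 50%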;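 note: dimethyl H3K27 on biotinylated H3 21-44 peptide detected by antibody; plate controls were median neutral control wells for no effect and median positive control wells for full effect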
Target sequence (Q15910 whole entry, looked up): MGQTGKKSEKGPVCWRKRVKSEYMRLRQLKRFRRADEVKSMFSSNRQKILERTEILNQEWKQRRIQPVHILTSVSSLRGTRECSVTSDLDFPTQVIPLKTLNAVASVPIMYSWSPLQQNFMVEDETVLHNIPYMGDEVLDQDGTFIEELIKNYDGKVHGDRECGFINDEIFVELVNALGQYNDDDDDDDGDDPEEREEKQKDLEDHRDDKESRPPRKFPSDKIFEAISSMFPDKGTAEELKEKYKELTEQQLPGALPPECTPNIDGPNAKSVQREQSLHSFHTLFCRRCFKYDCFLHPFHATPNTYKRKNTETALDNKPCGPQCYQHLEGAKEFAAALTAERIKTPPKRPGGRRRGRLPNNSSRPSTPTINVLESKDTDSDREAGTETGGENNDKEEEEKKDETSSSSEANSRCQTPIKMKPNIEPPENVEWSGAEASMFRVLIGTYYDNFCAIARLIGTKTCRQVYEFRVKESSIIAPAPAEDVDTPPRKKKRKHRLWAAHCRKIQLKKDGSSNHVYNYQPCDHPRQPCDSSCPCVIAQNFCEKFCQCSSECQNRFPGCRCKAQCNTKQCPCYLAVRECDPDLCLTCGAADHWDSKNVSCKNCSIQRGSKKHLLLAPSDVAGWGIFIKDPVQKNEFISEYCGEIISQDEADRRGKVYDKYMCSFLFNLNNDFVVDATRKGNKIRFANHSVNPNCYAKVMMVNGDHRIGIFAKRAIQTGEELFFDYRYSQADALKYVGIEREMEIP
An asterisk follows results filed as active; . = not tested or not shown; & = joins results of further samples. Some of the compounds tested. The share of hits here may be higher or lower than overall.

SMILES | IDH1 R132H inh | PRC2 inh
COc1ccc([Si](C)(C)[C@H]2[C@H](CCO)O[C@@]3(C(=O)N(Cc4cccc(N5CCCCC5=O)c4)c4ccccc43)[C@@H]2C)cc1 | -0.2 | 11.2
COc1ccc(NC(=O)Nc2cccc3c2O[C@@H](CN(C)C)[C@@H](C)CN([C@H](C)CO)C3=O)cc1 | 1.0 | 1.3
CC(C)[C@@H]1C=C(C(=O)O)O[C@H](OCc2ccc(CO)cc2)C1 | . | 7.3
COc1ccc(NC(=O)N(C)C[C@H]2Oc3c(NS(=O)(=O)c4ccc(OC)cc4)cccc3C(=O)N([C@@H](C)CO)C[C@@H]2C)cc1 | -4.3 | .
C[C@@H]1CN([C@H](C)CO)S(=O)(=O)c2ccc(-c3cncnc3)cc2O[C@@H]1CN(C)Cc1ccccc1 | 0.2 | 6.1
CN1CCN(C(=O)C[C@H]2C[C@@H]3c4cc(NC(=O)c5cccnc5)ccc4O[C@@H]3[C@H](CO)O2)CC1 | -0.1 | 6.8
O=C(N[C@@H]1CC[C@H](CCn2cc(-c3cccnc3)nn2)O[C@@H]1CO)c1ccccc1F | 0.2 | -12.0
C[C@@H]1CN([C@H](C)CO)S(=O)(=O)c2ccc(Br)cc2O[C@H]1CN(C)C | -1.1 | 17.7
CCC(=O)Nc1ccc2c(c1)C(=O)N(C)C[C@H](OC)[C@H](C)CN(C(=O)c1cccnc1)[C@@H](C)CO2 | -0.2 | 8.3
COC(=O)C(CC#Cc1ccc2c(c1)[C@]1(C(=O)N2)[C@H](c2ccc(O)cc2)N2[C@H](c3ccccc3)[C@H](c3ccccc3)OC(=O)[C@H]2[C@@H]1C(=O)N1CCc2cc(OC)c(OC)cc2C1)C(=O)OC | -0.2 | -16.8
CN(C)c1ccc2c(c1)[C@H]1C[C@H](CC(=O)NCc3ccc(Cl)cc3)O[C@H](CO)[C@H]1O2 | -2.8 | -22.8
O=C(Nc1ccc2c(c1)OCO2)N[C@H]1C=C[C@@H](CC(=O)N2CCN(c3ccccc3)CC2)O[C@@H]1CO | 0.1 | 17.9
COc1ccccc1CC(=O)Nc1ccc(-c2nnc(-c3ccccc3)o2)cc1 | -0.3 | -3.3
COc1cccc(-c2cnc3c(c2)C(=O)N([C@H](C)CO)C[C@@H](C)[C@H](CN(C)Cc2ccccc2)O3)c1 | -0.2 | .
CC(C)(C)C1CCc2c(sc(NC(=O)CSc3nnnn3-c3ccccc3)c2C#N)C1 (stereo unspecified) | 0.3 | 3.7
CN(CC(=O)Nc1ccc(C(=O)O)cc1)S(=O)(=O)c1ccccc1 | 0.2 | -1.7
CCC(=O)N(C)C[C@@H]1Oc2cc(C#CC(C)(C)O)ccc2S(=O)(=O)N([C@H](C)CO)C[C@H]1C | -4.8 | 13.9
Cc1cc(C)nc(N(C#N)C(C(=O)c2ccccc2)c2ccccc2)n1 (stereo unspecified) | -0.6 | .
Cn1c(SCC(=O)Nc2cccc(Br)c2)nnc1-c1cc2ccccc2o1 | 0.0 | -4.2
CO[C@H]1CN(C)C(=O)c2cc(NC(=O)Nc3cccc(Cl)c3)ccc2OC[C@H](C)N(C)C[C@@H]1C | 0.1 | -15.1
CC(C)NC(=O)Nc1ccc2c(c1)C(=O)N([C@H](C)CO)C[C@H](C)[C@@H](CN(C)CC1CC1)OCCCC[C@H](C)O2 | 0.2 | 4.1
C[C@@H]1CN([C@H](C)CO)S(=O)(=O)c2ccc(C#CC3CC3)cc2O[C@H]1CN(C)C(=O)C1CC1 | . | -1.8
COc1ccc(C(=O)CC2(O)C(=O)N(Cc3ccc(Cl)c(Cl)c3)c3ccccc32)cc1OC (stereo unspecified) | 0.3 | -9.3
COc1cc2c(cc1OC)CN(C(=O)[C@H]1[C@@H]3C(=O)O[C@@H](c4ccccc4)[C@@H](c4ccccc4)N3[C@@H](c3ccccc3OCCO)[C@]13C(=O)Nc1ccc(C#CC4(O)CCCCCC4)cc13)CC2 | . | -42.5
NC(=O)C1CCN(C(=O)CSc2nc3ccccc3[nH]2)CC1 | 0.0 | -7.4
O=C(NCC[C@H]1CC[C@H](NS(=O)(=O)c2ccc(Cl)cc2)[C@@H](CO)O1)c1ccc2c(c1)OCO2 | 0.2 | -13.1
C=CCOC(=O)[C@H]1[C@@H]2C(=O)O[C@@H](c3ccccc3)[C@@H](c3ccccc3)N2[C@@H](c2ccc(OCCOC(=O)[C@H]3C[C@H]4C(=O)N5CCC[C@H]5C(=O)N4[C@H]3c3cccc(OCCO)c3)cc2)[C@]12C(=O)Nc1ccccc12 | . | -31.4
Cc1cc(C(=O)Nc2cccc3c2O[C@H](CN(C)Cc2ccc(Cl)c(Cl)c2)[C@H](C)CN([C@@H](C)CO)C3=O)n(C)n1 | . | -5.1
CCC(=O)N(C)C[C@@H]1Oc2cc(-c3ccccc3OC)ccc2S(=O)(=O)N([C@@H](C)CO)C[C@@H]1C | -0.1 | .
C[C@H](CO)N1C[C@H](C)[C@@H](CN(C)C(=O)NC2CCCCC2)Oc2ccc(NC(=O)Nc3ccc4c(c3)OCO4)cc2C1=O | -1.1 | .
O=C(C[C@H]1C[C@H]2c3cc(NC(=O)CC4CC4)ccc3O[C@H]2[C@H](CO)O1)NCCN1CCCCC1 | 0.5 | -5.1
C=CCNC(=O)[C@@H]1[C@H]2C(=O)O[C@H](c3ccccc3)[C@H](c3ccccc3)N2[C@H](c2ccc(OCCO)cc2)[C@@]12C(=O)Nc1ccc(C#CC3=CCCCC3)cc12 | . | -37.5
C[C@@H]1CN([C@@H](C)CO)C(=O)c2cc(C3=CCCC3)cnc2O[C@H]1CN(C)S(=O)(=O)c1cn(C)cn1 | -10.9 | 0.8
C[C@H](CO)N1C[C@H](C)[C@H](CN(C)S(=O)(=O)c2cccc(C#N)c2)OCc2ccccc2-c2c(n(C)c3ccccc23)C1=O | -2.5 | -32.3
COc1ccc(C#Cc2cnc3c(c2)C(=O)N([C@@H](C)CO)C[C@H](C)[C@H](CN(C)C(=O)c2ccccc2F)O3)cc1 | -0.1 | -16.8
Cc1noc(C)c1NC(=O)Nc1cccc2c1O[C@@H](CN(C)C(=O)Nc1ccccc1)[C@@H](C)CN([C@@H](C)CO)C2=O | 1.8 | .
C[C@@H]1CN([C@H](C)CO)S(=O)(=O)c2ccc(C#CCC3CCCC3)cc2O[C@@H]1CN(C)C | 0.8 | 0.3
COc1cccc(NC(=O)Cn2cc(C(=O)C(C)(C)C)c3ccccc32)c1 | -0.2 | 5.9
COC(=O)CCCCCCC(=O)N/N=C/c1ccccc1C | . | 36.0
COC(=O)C[C@@H]1C[C@@H]2c3cc(NC(=O)CC4CC4)ccc3O[C@@H]2[C@H](CO)O1 | 0.1 | 5.6
CO[C@@H]1CN(C)C(=O)c2cc(NC(=O)C3CC3)ccc2OC[C@@H](C)N(C(=O)Cc2ccccn2)C[C@H]1C | -0.1 | 7.7
COCC#Cc1cnc2c(c1)C(=O)N([C@@H](C)CO)C[C@H](C)[C@@H](CN(C)S(C)(=O)=O)O2 | 0.0 | 4.0
N#C[C@H]1[C@@H](c2ccc(-c3cccnc3)cc2)[C@@H](CO)N1C(=O)C1CCOCC1 | 0.0 | .
Cc1ccc(S(=O)(=O)N(C)C[C@H]2OCCCC[C@H](C)Oc3ccc(NC(=O)Cc4ccccc4)cc3C(=O)N([C@@H](C)CO)C[C@H]2C)cc1 | -0.1 | .
Cc1c(Cl)cccc1NC(=O)CNC(=O)c1ccco1 | 0.2 | -11.6
C[C@H]1CCCCO[C@H](CN(C)Cc2ccccc2)[C@@H](C)CN([C@@H](C)CO)C(=O)c2cc(NC(=O)Nc3ccc(F)cc3)ccc2O1 | 0.7 | .
COCC(=O)N(C)C[C@@H]1Oc2ncc(-c3ccccc3C)cc2C(=O)N([C@H](C)CO)C[C@H]1C | -0.2 | -14.1
COc1cccc(NC(=O)N(C)C[C@H]2OCc3cnnn3CCCC(=O)N([C@@H](C)CO)C[C@H]2C)c1 | -1.2 | 4.0
O=c1[nH]c(NCCCO)nc2c1C1(CCCC1)Cc1ccccc1-2 | 0.0 | -2.3
COCC(=O)N1C[C@H](C)[C@@H](OC)CN(C)C(=O)c2cc(NC(=O)NC(C)C)ccc2OC[C@@H]1C | 0.3 | -1.6
C[C@H](CO)N1C[C@H](C)[C@@H](CN(C)C(=O)NC2CCCCC2)Oc2ccc(NC(=O)Nc3ccc(F)cc3)cc2C1=O | 1.3 | 3.8
CCC(=O)Nc1ccc2c(c1)OC[C@H](C)N(C(=O)CC1CC1)C[C@@H](C)[C@@H](OC)CN(C)C2=O | -0.4 | 10.5
Cc1ccc(S(=O)(=O)N(C)C[C@H]2OCCCC[C@H](C)Oc3ccc(NC(=O)CCCN(C)C)cc3C(=O)N([C@H](C)CO)C[C@@H]2C)cc1 | -1.0 | .
C[C@H]1CN([C@@H](C)CO)C(=O)Cc2cc(NS(=O)(=O)c3cccs3)ccc2O[C@H]1CN(C)C | 2.2 | -0.1
Cc1ccc(CCC(=O)Nc2cc(Cl)ccc2Cl)o1 | 0.0 | 4.9
COc1ccc(S(=O)(=O)Nc2ccc3c(c2)C(=O)N([C@H](C)CO)C[C@H](C)[C@@H](CN(C)Cc2ccncc2)OCCCC[C@@H](C)O3)cc1 | 12.4 | .
C[C@@H]1CN([C@@H](C)CO)S(=O)(=O)c2ccc(C#Cc3ccccc3F)cc2O[C@@H]1CN(C)C(=O)c1ccc2c(c1)OCO2 | -1.6 | -10.6
C[C@H](CO)N1C[C@H](C)[C@H](CN(C)Cc2ccc(C(=O)Nc3ccccc3N)cc2)Oc2ccc(NC(=O)Nc3ccc(C(F)(F)F)cc3)cc2CC1=O | 0.0 | .
COc1cc(O)cc(OC)c1/C=N/NC(=O)CCCCC(=O)NO | . | -3.2
CCCN(C)C[C@H]1OCCCC[C@@H](C)Oc2ccc(NC(=O)CCC(F)(F)F)cc2C(=O)N([C@@H](C)CO)C[C@H]1C | 2.8 | 27.6

Record cards (already shown). Order of values: IDH1 R132H inh | PRC2 inh
Record of COCC(=O)N(C)C[C@@H]1Oc2ncc(-c3ccccc3C)cc2C(=O)N([C@H](C)CO)C[C@H]1C = -0.2 | -14.1
Record of O=c1[nH]c(NCCCO)nc2c1C1(CCCC1)Cc1ccccc1-2 = 0.0 | -2.3
Record of N#C[C@H]1[C@@H](c2ccc(-c3cccnc3)cc2)[C@@H](CO)N1C(=O)C1CCOCC1 = 0.0 | .
Record of C[C@H]1CN([C@@H](C)CO)C(=O)Cc2cc(NS(=O)(=O)c3cccs3)ccc2O[C@H]1CN(C)C = 2.2 | -0.1
Record of COCC(=O)N1C[C@H](C)[C@@H](OC)CN(C)C(=O)c2cc(NC(=O)NC(C)C)ccc2OC[C@@H]1C = 0.3 | -1.6

Next structures:
SMILES | IDH1 R132H inh | PRC2 inh
CC1(C)Cc2c(sc3nc(SCC(=O)O)[nH]c(=O)c23)CO1 | 0.3 | 24.8
Cn1c(SCC(=O)c2cccc([N+](=O)[O-])c2)nnc1-c1ccco1 | -0.1 | 4.8
C[C@H](CO)N1C[C@H](C)[C@@H](CN(C)C(=O)CN2CCOCC2)Oc2ncc(C3=CCCCC3)cc2C1=O | . | 12.0
CS(=O)(=O)Nc1ccc2c(c1)[C@@H]1C[C@@H](CC(=O)NCc3cccc(F)c3)O[C@H](CO)[C@@H]1O2 | 0.2 | -6.0
C[C@H]1CCCCO[C@@H](CN(C)Cc2ccc3c(c2)OCO3)[C@@H](C)CN([C@@H](C)CO)C(=O)c2cc(NC(=O)CCC(F)(F)F)ccc2O1 | 1.2 | .
Cn1cnc(S(=O)(=O)N[C@@H]2CC[C@H](CC(=O)NCC3CCCCC3)O[C@@H]2CO)c1 | -0.1 | 5.2
CO[C@@H]1CN(C)C(=O)c2ccc(N)cc2OC[C@@H](C)NC[C@H]1C | -0.9 | 5.9
Cc1ccc(S(=O)(=O)N(C)C[C@H]2OCCCC[C@@H](C)Oc3ccc(NC(=O)NC(C)C)cc3C(=O)N([C@H](C)CO)C[C@H]2C)cc1 | -1.0 | .
C[C@H](CO)N1C[C@H](C)[C@@H](CN(C)C(=O)CC2CC2)Oc2cc(C3=CCCC3)ccc2S1(=O)=O | 2.6 | -6.1
O=C(NO)c1ccc(C(=O)N/N=C/c2ccc(O)cc2O)cc1 | -0.4 | -0.1
C[C@@H]1CCCCO[C@@H](CN(C)C(=O)CCCN(C)C)[C@H](C)CN([C@H](C)CO)C(=O)c2cc(NC(=O)Cc3ccccc3)ccc2O1 | 1.6 | .
COCC(=O)Nc1ccc2c(c1)C(=O)N(C)C[C@@H](OC)[C@H](C)CN(Cc1cccnc1)[C@@H](C)CO2 | 0.5 | -9.3
COC(=O)/C(C#N)=C1\NC(C)=NC(SC)=C1C#N | -4.0 | -19.5
COCC#Cc1cnc2c(c1)C(=O)N([C@@H](C)CO)C[C@H](C)[C@@H](CN(C)C(=O)Cc1ccccc1)O2 | 0.4 | .
C[C@@H]1CN([C@H](C)CO)C(=O)c2cc(/C=C/c3ccccc3)cnc2O[C@H]1CN(C)C(=O)NC1CCCCC1 | . | -14.0&-10.2
CCn1c(SCC(=O)Nc2cccc(SC)c2)nnc1-c1cc2cc(Br)ccc2o1 | 0.9 | 11.7
C[C@@H]1CN([C@@H](C)CO)C(=O)c2cc(NC(=O)C3CCCCC3)ccc2O[C@@H](C)CCCCO[C@@H]1CN(C)C(=O)Nc1ccccc1 | 0.4 | .

A draw from above in order of number of heavy atoms, lowest first.
SMILES | IDH1 R132H inh | PRC2 inh
COC(=O)/C(C#N)=C1\NC(C)=NC(SC)=C1C#N | -4.0 | -19.5
CO[C@@H]1CN(C)C(=O)c2ccc(N)cc2OC[C@@H](C)NC[C@H]1C | -0.9 | 5.9
COCC(=O)Nc1ccc2c(c1)C(=O)N(C)C[C@@H](OC)[C@H](C)CN(Cc1cccnc1)[C@@H](C)CO2 | 0.5 | -9.3
